Assay outcomes as filed in PubChem.
Mito fusion yeast = mitochondrial division inhibition or fusion activation | S. cerevisiae fusion-defective mutant growth rescue, CellTiterGlo 48 h | Potency, µM (titrated, usually from 46.1 µM), inactives show at the top dose growth rescue (activation), usual class: activators | actives 0.23% (n = 320,000) | AID 485298;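 also: potency is read from the fitted curve at half-maximal effect; % of control where 0% means no effect; nearly all actives have a fitted effect of over 45% in size; temperature-sensitive fusion mutants such as fzo1-1 at 37 °C on non-fermentable ethanol glycerol medium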
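Compounds are tested for their ability to restore growth of mitochondrial fusion-defective yeast strains at non-permissive 37C in YPEG medium over 48 hours. Viability is quantified by luciferase luminescence.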
PTAP TSG101 blk = blocks PTAP/TSG101 interaction to inhibit HIV-1 budding; Q99816; Fluorescence polarization, FITC-PTAP peptide / Tsg101 binding; Potency, µM (highest dose often 115 µM), for the others: at the top dose activity change, negative = inhibition, actives largely listed as inhibitors; 340,000 tested, under 10 active; active = well fitted inhibition curve with a large enough effect in the main read-out, with a control signal flat, not every such curve was filed as active; inconclusive = small, poorly fitted or top-dose-only effect, or effect the other way, or a change in a side signal; inactive = no such curve, though single readings can be large or run the other way; also: potency is read from the fitted curve at half-maximal effect; % of control where 0% means no effect
Target sequence (Q99816 whole entry, looked up): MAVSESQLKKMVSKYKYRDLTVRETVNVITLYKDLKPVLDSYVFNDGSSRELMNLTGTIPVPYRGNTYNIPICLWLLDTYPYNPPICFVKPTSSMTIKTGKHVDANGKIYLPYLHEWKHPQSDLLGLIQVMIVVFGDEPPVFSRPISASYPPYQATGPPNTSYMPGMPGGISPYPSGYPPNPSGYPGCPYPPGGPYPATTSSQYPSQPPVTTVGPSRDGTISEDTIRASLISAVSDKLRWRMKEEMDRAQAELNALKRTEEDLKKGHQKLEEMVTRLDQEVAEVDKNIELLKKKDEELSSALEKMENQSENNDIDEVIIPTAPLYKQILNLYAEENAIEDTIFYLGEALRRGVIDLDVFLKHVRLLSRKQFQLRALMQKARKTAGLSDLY
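Tsg101 binding domain (10 uM final) was mixed with compound and a FITC-labeled PTAP peptide (50 nM final) in HEPES pH 7.5 buffer with NaCl, Tween 20, EDTA and TCEP; fluorescence polarization was read after 20 min at r.t.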
USP2a inh = USP2a (human) protease inhibition; O75604; USP2 core, Ub-CHOP2 coupled fluorogenic reporter, 485/531; Potency, µM (doses to about 38.3 µM), inactives show at the highest dose activity change, negative = inhibition, most hits filed as inhibitors; actives 0.01% (n = 330,000); AID 463254;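 also: potency is read from the fitted curve at half-maximal effect; plate controls were DMSO wells for no effect and full inhibition by NEM control for full effect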
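USP2 core (10nM final) preincubated 30min RT with compound in 20mM Tris-HCl pH 8.0, 2mM CaCl2, 2mM beta-mercaptoethanol, 0.05% CHAPS; 25nM Ub-CHOP2 plus 25nM reporter substrate added, fluorescence (Ex485/Em531) read after 60min.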
Chronic BCR inh = inhibitors of chronic active B-cell receptor signaling; Potency, µM (titrated, usually from 46.1 µM), for inactives: top-dose ratio change, negative = lower green/red ratio, usual class: inhibitors; ABC-DLBCL IkBa-CBG/CBR reporter, luminescence ratio, 4 h; actives 0.05% (n = 340,000); active = well fitted inhibition curve with a large enough effect in the signal ratio, with a control signal flat, not every such curve was filed as active; inconclusive = small, poorly fitted or top-dose-only effect, or effect the other way, or a change in a side signal; the % refers to the signal ratio;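 also: potency is read from the fitted curve at half-maximal effect; plate controls were basal doxycycline-induced cells for no effect and cells given 10 µM MG132 for full effect; MG132 reads +100%, hits lower the ratio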
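Compounds up to 46 uM were incubated four hours with TMD8 cells whose green CBG68 luciferase is fused to IkappaBalpha; red CBR luminescence normalised the signal, and concentration-effect curves were fitted to fusion, red and ratio data.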
ELG1 DNA repair = ELG1-dependent DNA repair inhibition; HEK293T ELG1-luciferase reporter, luminescence, 16 h; DNA damage induced by 5-fluorouridine; Potency, µM (titrated, usually from 46.1 µM), for the others: at the top dose activity change, negative = inhibition, usual class: inhibitors; actives 2.3% (n = 330,000); also: potency is read from the fitted curve at half-maximal effect; % is scaled to controls: 0 for no effect and ±100 for the full control effect; nearly all actives have a fitted effect of over 55% in size
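DMSO vehicle served as the neutral condition. Each well held 2,000 cells given 5-fluorouridine plus compound; after 16 hr at 37 °C/5% CO2, ONE-Glo was added and luciferase measured 30 min later.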
Eya2 inh = inhibitors of human Eya2 phosphatase activity; O00167; recombinant Eya2, OMFP fluorescence dephosphorylation (OMFP is methylfluorescein phosphate); Potency, µM (titrated, usually from 76.9 µM), inactives show at the top dose activity, negative = inhibition, hits mostly inhibitors; actives 0.006% (n = 330,000); AID 488837; also: potency is read from the fitted curve at half-maximal effect; % is scaled to controls: 0 for no effect and ±100 for the full control effect
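Eya2 protein (added as 0.2 uM solution) was preincubated with compound for 10 min at ambient temperature in 50 mM HEPES pH 7.5, 50 mM NaCl, 5 uM MgCl2, 0.05% BSA, 1 mM DTT. OMFP (added at 50 uM) then reacted 10 min; fluorescence read at 485/525 nm.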
B2AR arrestin = agonists driving beta-arrestin recruitment to human beta2-adrenergic receptor; beta-arrestin recruitment to beta2AR, cell-based reporter; Potency, µM (top dose mostly 46.1 µM), without a hit: at the highest dose activation, hits mostly activators; actives 0.02% (n = 330,000); AID 492947;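 also: potency is read from the fitted curve at half-maximal effect; 0% = DMSO controls and full agonism = EC100 isoproterenol or metaproterenol; nearly all actives have a fitted effect of over 65% in size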
Target sequence (P07550 whole entry, looked up): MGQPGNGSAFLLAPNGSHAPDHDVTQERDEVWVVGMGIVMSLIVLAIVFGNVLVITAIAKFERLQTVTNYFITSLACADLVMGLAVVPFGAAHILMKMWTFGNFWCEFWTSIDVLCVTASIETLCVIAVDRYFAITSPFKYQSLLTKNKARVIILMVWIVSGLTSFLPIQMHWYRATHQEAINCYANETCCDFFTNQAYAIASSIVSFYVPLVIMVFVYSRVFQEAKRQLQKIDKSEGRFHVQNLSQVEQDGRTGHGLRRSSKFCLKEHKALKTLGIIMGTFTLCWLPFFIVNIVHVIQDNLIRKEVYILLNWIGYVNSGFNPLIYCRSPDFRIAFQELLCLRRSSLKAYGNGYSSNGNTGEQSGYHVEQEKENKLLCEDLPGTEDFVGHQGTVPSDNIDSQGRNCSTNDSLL
Tb PFK inh = blocks T. brucei phosphofructokinase | T. brucei PFK, ADP-Glo luminescence | AID 485367 | actives 0.17% (n = 330,000) | Potency, µM (series often up to 57.5 µM), for inactives: at the top dose activity, negative = inhibition, usual class: inhibitors | O15648;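 also: potency is read from the fitted curve at half-maximal effect; 0% = uninhibited 1x PFK enzyme wells and -100% = no-enzyme wells; nearly all actives have a fitted effect of over 60% in size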
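Luminescent ADP detection (ADP-Glo, two-step: ATP depletion then ADP-to-ATP conversion for luciferase) reported PFK activity after 45 min room-temperature reaction of 1.25 nM enzyme with 0.5 mM F6P and 0.1 mM ATP at pH 8.0.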
TCR activator = activates T cell receptor signaling; 330,000 tested, under 10 active; primary human leukocytes, anti-CD3, IL-2 HTRF, 48 h; AID 504894; Potency, µM (highest dose often 9.22 µM), inactives show at the highest dose activation of IL-2 secretion, usual class: activators; also: % of control where 0% means no effect
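Compounds are tested in HTS on primary human leukocytes co-incubated with a-CD3 beads for 48 hr. IL-2 output is measured by time-resolved FRET.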
TSHR antag = blocks TSH signaling through the human TSH receptor. P16473. TSHR-expressing cells, TSH-stimulated cAMP HTRF, 2 h; hits give low values. activity change, negative = inhibition, % at 11.5 µM. actives 0.2% (n = 330,000). AID 504810;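 active = activity change below a set negative limit, meaning inhibition stronger than a set level, cut at about -70% in these data; inconclusive = activity change between two set negative limits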; also: % is scaled to controls: 0 for no effect and ±100 for the full control effect
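Cell-based HTRF cAMP assay; TSHR cells + compound, TSH EC80 (4nM final), 2 h, 37 deg C. Lysis with anti-cAMP cryptate and cAMP-d2, 30 min RT, read 665/620 nm.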
uPA generation = inhibitors of cell surface uPA generation; cell surface uPA generation assay, qHTS; Potency, µM (highest dose often 38.3 µM), for the others: top-dose activity change, negative = inhibition, usual class: inhibitors; actives 0.31% (n = 330,000); AID 540303; active = well fitted inhibition curve with a large enough effect; inconclusive = small, poorly fitted or top-dose-only effect; inactive = no such curve, though single readings can be large or run the other way; tested in mouse RAW 264.7 cells; also: potency is read from the fitted curve at half-maximal effect; % is scaled to controls: 0 for no effect and ±100 for the full control effect; nearly all actives have a fitted effect of over 55% in size
Numbers without * were called inactive; ? = inconclusive; nt = no result given; [ ] = remark or other dose. Unless noted, calls follow the shape of the dose curve; as a rule, active = well fitted curve in the direction sought with a large enough effect; inconclusive = small, poorly fitted or top-dose-only effect, or another doubt; inactive = no such curve, though single readings can be large; an effect the other way counts as inactive or inconclusive.

The line under a structure holds: TCR activator	uPA generation	Eya2 inh	Chronic BCR inh	B2AR arrestin	USP2a inh	PTAP TSG101 blk	Tb PFK inh	ELG1 DNA repair	Mito fusion yeast	TSHR antag
N#CC(=C1CCCC1)c1nc(-c2ccccc2O)cs1
→ -2%	-5%	-8%	?	3.5%	-1%	0%	3%	?	-4%	12
COc1ccc2c(=O)c3ccccc3oc2c1
→ 4%	?	7%	9%	-1.6%	2%	-3%	2%	?	0%	-5
O=C1CC(c2ccc(Cl)cc2)n2nc(N3C(=O)CCC3=O)nc2N1 (stereo unspecified)
→ 1%	11%	1%	0%	-0.7%	0%	-4%	-1%	-4%	1%	9
Cc1ccc(-c2cc(-c3ccccc3)nc(N)c2C#N)o1
→ -10%	-10%	-16%	5%	-1.0%	4%	1%	2%	?	1%	0
CC(C1CC1)N(C(=O)c1ccccc1O)c1ccccc1 (stereo unspecified)
→ -2%	-12%	nt	8%	0.0%	-1%	-6%	0%	2%	2%	4
CC[n+]1c(/C=C(\C)OC)sc2ccccc21
→ -1%	1%	4%	?	-0.9%	2%	-3%	-2%	?	5%	-10
COc1ccc(-n2c(SCC(=O)Nc3sc4c(c3C#N)CCCC4)nnc2-c2ccccc2OC)cc1
→ -1%[46.1 µM]	6%	-9%	12%	0.1%	0%	0%	1%	26µM*	0%	5
CCn1c(=NC(=O)c2cccc(N3C(=O)CCC3=O)c2)sc2c(C)ccc(OC)c21
→ -2%	0%	4%	2%	-0.1%	2%	-8%	3%	-18%	8%	-6
Cc1ccc(CNC(=O)C2CCC(=O)N2Cc2ccccc2Cl)cc1 (stereo unspecified)
→ 0%	9%	9%	1%	0.3%	5%	-2%	7%	-1%	17%	11
O=C(OCc1nnc(-c2ccccc2)o1)c1ccc2c(c1)OCCO2
→ 2%	-2%	12%	0%	-0.4%	-4%	0%	-9%	?	-1%	-4
Cc1cc(C)cc(N2CCN(C(=O)N3CCOCC3)CC2)c1
→ -1%	3%	-1%	1%	0.3%	0%	-2%	-3%	-1%	0%	-2
Cc1cccc(S(=O)(=O)NCCC(=O)OC(C)C(=O)NC(=O)NC2CCCCC2)c1 (stereo unspecified)
→ 7%	4%	4%	0%	-0.2%	2%	0%	-1%	-7%	1%	-6
COc1ccc(NC(=O)CSc2c3c(nc4ccccc24)CCC3)c(OC)c1
→ -9%[46.1 µM]	?	-2%	?	0.3%	4%	-1%	1%	?	11%	3
C=CCN1C(=O)c2ccccc2NC1c1ccc(Br)s1 (stereo unspecified)
→ 0%	-3%	-6%	4%	0.1%	2%	-4%	-3%	-8%	-7%	-25
CCOc1ccccc1N(C)C(=O)c1nn(-c2ccc(OC)cc2OC)c(=O)c2ccccc12
→ -6%	-1%	3%	1%	0.2%	7%	0%	0%	-6%	27%	13
COc1ccccc1N1CCN(S(=O)(=O)c2ccc3nc(-c4ccccc4)[nH]c3c2)CC1
→ 0%	-5%	12%	?	0.0%	-7%	-3%	-3%	?	?	-5
CC(=O)Nc1cccc(NC(=O)CSc2ncc(C(=O)Nc3ccccc3)c(=O)n2C)c1
→ 7%	-13%	17%	?	0.1%	0%	0%	16%	?	7%	-8
C=CCn1cc(-c2cccc(C(F)(F)F)c2)cc(C#N)c1=O
→ -3%	-1%	-7%	-7%	-0.3%	1%	-8%	-1%	4%	-3%	16
Cc1ccc(NC2=CC(=O)CC(C)(C)C2)cc1F
→ 9%	?	-4%	0%	-0.4%	0%	-5%	0%	0%	4%	-9
CSc1cccc(NC(=O)C2CCCN(S(=O)(=O)c3cnc[nH]3)C2)c1 (stereo unspecified)
→ -6%	-2%	10%	-29%	0.0%	1%	-7%	0%	?	1%	10
CCOc1ccc(-c2[nH]ncc2-c2ccccc2)c(O)c1
→ -2%	5%	-10%	-9%	0.4%	-1%	10%	2%	15%	12%	4
Cc1ccc2c(CC(=O)OC3CCOC3=O)coc2c1 (stereo unspecified)
→ -8%	5%	2%	?	-0.6%	-2%	-2%	2%	-1%	1%	-5
O=C(COC(=O)C1CC1)Nc1nc(-c2ccc(F)c(F)c2)cs1
→ -5%	0%	-8%	?	0.0%	0%	-10%	-14%	?	-3%	1
O=C(O)CCS(=O)(=O)Cc1ccccc1Cl
→ nt	4%	1%	3%	0.0%	0%	-1%	5%	12%	-3%	1
CN(CC(=O)Nc1ccc(F)cc1)C(=O)COC(=O)CN1C(=O)NC2(CCCC2)C1=O
→ -7%	5%	-1%	0%	0.5%	5%	-2%	0%	20%	-1%	4
COc1ccc(/C=C/c2onc(C)c2S(=O)(=O)N2CCC(C(=O)N3CCCCCC3)CC2)cc1
→ -4%	-6%	-2%	8%	-0.9%	-9%	-3%	0%	2.6µM*	-36%[inhibitor]	7
O=C(CSc1nnc(CNC(=O)c2ccccc2)o1)NCc1ccccc1
→ 0%	28%	14%	0%	-0.3%	2%	3%	-3%	12%	0%	-4
CC(C)OCCCNC(=S)NNC(=O)c1ccc(Cl)c(Cl)c1
→ -3%	4%	6%	7%	2.9%	-2%	1%	1%	19%	12%	-14
CCN1C(=O)c2ccccc2S(=O)c2ccc(C(=O)NCCN(CC(C)C)CC(C)C)cc21 (stereo unspecified)
→ 6%	2%	5%	?	0.3%	3%	-4%	0%	-4%	-9%	-7
CCc1ccc(-n2cc(-c3ccc(F)cc3)[n+]3c2SCCC3)cc1
→ 8%	-17%	-8%	3%	0.1%	0%	-8%	2%	4.6µM*	-12%	3
COCCCn1c(SCc2ccccc2)nc2cc(OC)c(OC)cc2c1=N
→ -1%	nt	-9%	22%	0.0%	-5%	-9%	2%	16µM*	-1%	7
CC(C)C(NC(=O)OCc1ccccc1)C(=O)OCC(=O)N1C(C)CCCC1C (stereo unspecified)
→ 7%	4%	5%[15.4 µM]	-1%	0.6%	5%	-6%	1%	-6%	4%	2
CCOc1ccccc1NC(=O)c1ccc2ccccc2c1
→ -1%	-1%	1%	-1%	0.4%	1%	-1%	-1%	21%	-1%	-14
COc1ccc(N2CCN(C(c3ccccc3)c3nnnn3Cc3ccc(F)cc3)CC2)cc1 (stereo unspecified)
→ 9%	-2%	-11%	-1%	-0.6%	3%	-1%	-2%	-23%	?	?
CCC(=O)Nc1ccccc1Sc1ncnc2scc(-c3ccccc3)c12
→ 2%[46.1 µM]	4%	-7%	-10%	-0.5%	-4%	-1%	-5%	6%	7%	-3
COc1cc(=O)[nH]c(SC(C)C(=O)Nc2ccc3ccccc3c2)n1 (stereo unspecified)
→ -7%	-1%	1%	12%	-1.2%	1%	-1%	0%	-2%	-9%	-12
CCOC(=O)C1CCN(C(=O)c2cc3c(=O)n4ccccc4nc3s2)CC1
→ -3%	5%	-11%	?	0.3%	-1%	-2%	2%	?	-1%	4
CC(C)CN1C(Nc2ccccc2)=NC[C@@H]1C
→ -2%	-5%	?	6%	0.2%	0%	-5%	-2%	-13%	2%	6
C=CCn1c(Cc2c(C)[nH]c3ccccc23)nnc1SCC(=O)NCc1ccc(F)cc1
→ 4%[46.1 µM]	15%	-6%	2%	0.0%	0%	-3%	2%	?	-6%	12
CNC(=S)NNC(=O)c1ccc(=O)n(Cc2cccc(C(F)(F)F)c2)c1
→ 3%	-8%	-6%	11%	-0.8%	5%	0%	0%	3%	5%	4
NC(=O)C1CCN(C(=O)c2cc3c(s2)CCCCC3)CC1
→ 1%	-3%	-2%	3%	0.2%	0%	-1%	-1%	?	-8%	-11
O=Nc1c(O)[nH]c2ccc(Cl)cc12
→ 7%	14%	0%	?	0.0%	-4%	-6%	1%	-1%	5%	-3
CCCCNC(=O)C1Cc2cc(S(=O)(=O)N3CCCC3)ccc2N1C(C)=O (stereo unspecified)
→ -2%	-6%	2%	-9%	-0.7%	-1%	1%	0%	18%	-2%	-5
CCCc1ccc(C(=O)NNC(=O)c2ccc(Cl)cc2)cc1
→ -1%	2%	-17%	4%	-0.4%	1%	-3%	0%	10%	0%	11
CCCCCCSc1nnc2[nH]c(=O)cc(N)n12
→ 0%[46.1 µM]	5%	-9%	4%	13%	3%	0%	2%	7%	8%	-5
